# Source: PubChem
# STK33 inh = human STK33 kinase inhibition; Q9BYT3; AID 2661; actives 0.073% (n = 320,000); purified STK33, MBP phosphorylation, ADP-Glo luminescence; inhibition, % at 10 µM;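 active = inhibition at or above 25%, using the most active replicate where run in duplicate; inactive = inhibition below 25%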
# Target sequence (Q9BYT3 whole entry, looked up): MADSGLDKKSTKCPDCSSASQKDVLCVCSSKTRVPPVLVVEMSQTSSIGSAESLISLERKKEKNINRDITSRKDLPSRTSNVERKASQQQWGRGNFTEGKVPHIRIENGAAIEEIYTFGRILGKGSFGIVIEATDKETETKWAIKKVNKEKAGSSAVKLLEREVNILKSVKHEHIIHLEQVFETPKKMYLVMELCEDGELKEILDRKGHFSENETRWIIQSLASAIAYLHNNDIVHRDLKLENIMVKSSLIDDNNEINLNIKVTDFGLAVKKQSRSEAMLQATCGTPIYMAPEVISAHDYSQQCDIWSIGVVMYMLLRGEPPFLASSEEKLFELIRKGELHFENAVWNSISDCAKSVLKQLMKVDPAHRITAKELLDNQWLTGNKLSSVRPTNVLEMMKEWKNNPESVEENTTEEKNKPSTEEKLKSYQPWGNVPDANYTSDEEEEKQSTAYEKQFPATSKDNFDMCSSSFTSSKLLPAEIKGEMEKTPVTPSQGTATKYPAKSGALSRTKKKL
# OX1R FRET antag = antagonists of human orexin 1 receptor (OX1R) | OX1R-expressing cells, FRET antagonist read-out | actives 1.8% (n = 330,000) | AID 485270 | inhibition, % at 6.6 µM | O43613; in the data active = inhibition mostly above about 38%, no sharp cut-off; inactive = mostly below about 40%;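 also: 0% = agonist challenge alone and 100% = reference antagonist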
# Target sequence (O43613 whole entry, looked up): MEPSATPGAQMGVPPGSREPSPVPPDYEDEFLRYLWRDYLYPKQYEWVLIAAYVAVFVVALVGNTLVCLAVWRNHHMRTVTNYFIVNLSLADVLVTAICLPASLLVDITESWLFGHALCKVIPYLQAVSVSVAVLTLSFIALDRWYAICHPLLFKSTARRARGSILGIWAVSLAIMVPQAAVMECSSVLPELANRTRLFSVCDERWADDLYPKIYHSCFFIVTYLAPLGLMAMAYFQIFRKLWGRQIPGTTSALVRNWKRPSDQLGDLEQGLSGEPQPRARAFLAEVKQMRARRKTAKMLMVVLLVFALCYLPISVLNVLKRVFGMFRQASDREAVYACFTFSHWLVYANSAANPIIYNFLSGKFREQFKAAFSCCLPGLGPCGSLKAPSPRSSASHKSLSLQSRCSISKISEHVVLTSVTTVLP
# An asterisk follows results filed as active; . = not tested or not shown.
SMILES,STK33 inh,OX1R FRET antag
Cc1oc(S(=O)(=O)N(C)C)cc1C(=O)Nc1ccc(F)cc1,-0.2,7.5
COc1cccc(C2C(C#N)=C(N)Oc3c2oc(CO)cc3=O)c1 (configuration not stated),-0.8,29.8
CCOc1ccccc1NC(=O)Cc1c(F)cccc1Cl,-1.5,10.4
COc1ccc2c(CC(=O)Nc3ccc(OC)c(S(=O)(=O)N4CCOCC4)c3)coc2c1,-0.2,3.1
CCN(C(=O)COC(=O)C1CCN(S(=O)(=O)c2ccc(C)c(C)c2)CC1)C1CCCCC1,-1.2,4.2
O=C(OC1CCCCC1=O)c1cc(Cl)ccc1[N+](=O)[O-] (configuration not stated),-0.2,25.7
COc1ccc(Nc2c3ccccc3nc3ccccc23)cc1,0.4,10.2
COc1cc(OC)cc(C(=O)NC(=S)Nc2nnn(C)n2)c1,-1.7,-2.2
COc1cccc(/C=N/c2nc3ccccc3[nH]2)c1O,-2.1,-2.4
C=CCc1ccc(OCCCN2CCCC(C)C2)c(OC)c1 (configuration not stated),-0.7,6.7
Cc1ccc(S(=O)(=O)NCC(=O)OCCOc2ccccc2F)cc1,-0.9,2.0
CCOc1ccc(-n2c(O)cc(=O)[nH]c2=O)cc1,-2.0,6.6
CC1(C)CC(NC(=O)Nc2ccc([N+](=O)[O-])cc2)CC(C)(C)N1,-0.2,27.9
CCOc1ccc2[nH]c(=O)c(C(c3nnnn3C3CCCCC3)N3CCN(CC)CC3)cc2c1 (configuration not stated),0.0,11.8
O=C(CN1CCN(c2ccc(F)cc2)CC1)N1N=CCC1c1ccccc1 (configuration not stated),-1.4,10.2
CC(=O)N1CCN(C(=O)c2cccc(S(=O)(=O)N3CCN(c4ccccc4)CC3)c2)CC1,-1.7,-2.2
COc1cccc(NC(=S)N(CCc2c(C)[nH]c3ccccc23)Cc2ccco2)c1,-1.6,25.9
CC1(C)CC(=O)C2=C(C1)Nc1[nH]c(=S)[nH]c(=O)c1C2c1ccccc1 (configuration not stated),-1.2,20.8
CCOC(=O)C1CN(S(=O)(=O)c2ccc(C)cc2)c2ccccc2O1 (configuration not stated),-1.1,8.6
COC(=O)c1ccc(CN2CCC(Oc3ccc(C(=O)N4CCCCC4)cc3)CC2)cc1,-1.1,16.9
COc1ccc(Br)cc1C(=O)Nc1cccc(C)c1,-1.1,12.9
COc1ccc2nc(N3CCCC(C(=O)NCCc4ccc(OC)c(OC)c4)C3)sc2c1 (configuration not stated),-2.3,35.8
Cc1cc(=O)oc2cc(OCC(=O)OCC(=O)N(C)C3CCS(=O)(=O)C3)ccc12 (configuration not stated),0.0,10.4
CCc1noc(C)c1C(=O)N(C)CC(=O)Nc1ccccc1Br,-0.5,15.5
COC(=O)c1ccc(NC(=O)Nc2ccc(OC)cc2)cc1,-1.8,4.8
COc1ccccc1-c1cn[nH]c(=S)n1,-1.4,29.6
CS(=O)(=O)Nc1ccc([N+](=O)[O-])cc1Oc1ccccc1,-0.8,9.5
Cc1c(NC(=O)c2ccc(Br)o2)cccc1C(=O)O,-2.8,5.2
CCOC(=O)c1c(NC(=O)COC(=O)Cc2n[nH]c(=O)c3ccccc23)sc(C(=O)NC)c1C,-0.9,2.6
CCc1cc2c(-c3ccccc3)cc(=O)oc2cc1OCC(=O)NCC1CCC(C(=O)O)CC1 (configuration not stated),-1.7,6.4
CCOc1cc2c(cc1OCC)C(C(=O)O)C(c1cc(OC)c(OC)c(OC)c1)N(C)C2=O (configuration not stated),-1.0,9.6
CC1(C)CC(=O)C2=C(C1)N(CCN1CCOCC1)C1=C(C(=O)CC(C)(C)C1)C2c1ccc(Cl)c([N+](=O)[O-])c1,1.5,18.5
CC(C)CCn1c(SCc2ccc(Cl)cc2)nc2c1c(=O)[nH]c(=O)n2C,-0.3,-0.7
Cc1ccc(C)c(N2CCN(S(=O)(=O)c3cccc4cccnc34)CC2)c1,-0.1,24.8
COc1ccc(S(=O)(=O)Nc2cc3c4c(c2)CCN4C(=O)CC3)cc1OC,0.5,2.0
COC(=O)c1sc(SC)nc1N,-1.6,4.8
Cn1c(=O)[nH]c2sc3c(c2c1=O)CC(C)(C)OC3,0.3,11.4
CC(C)[C@H](NC(=O)N1CC(=O)Nc2ccccc21)C(=O)N[C@H](C(=O)O)c1ccccc1,-0.9,13.4
CCCCOC(=O)Nc1nnc(CC)s1,-1.7,8.6
Cc1csc(NC(=O)/C=C/c2ccc3c(c2)OCO3)n1,4.5,28.5
Cc1ccc(C(=O)Nc2c(C(=O)NCc3ccco3)cnn2-c2ccccc2)cc1,-1.4,11.8
Cc1ccc(Nc2nc3ccccc3o2)cc1F,-1.6,49.6
Cc1ccc(C)c(S(=O)(=O)N2CCN(C(=O)Cn3cnc4c3c(=O)n(C)c(=O)n4C)CC2)c1,-1.2,25.9
COc1ccccc1N1CCN(C(=O)C2CC2)CC1,-0.5,16.2
Cc1ccc(S(=O)(=O)N(C)C)cc1NC(=O)COc1ccc(-c2nnco2)cc1,0.4,12.2

# Ordered by count of non-hydrogen atoms (high to low): part of the list above.
SMILES,STK33 inh,OX1R FRET antag
CC1(C)CC(=O)C2=C(C1)N(CCN1CCOCC1)C1=C(C(=O)CC(C)(C)C1)C2c1ccc(Cl)c([N+](=O)[O-])c1,1.5,18.5
CC(C)[C@H](NC(=O)N1CC(=O)Nc2ccccc21)C(=O)N[C@H](C(=O)O)c1ccccc1,-0.9,13.4
Cc1ccc(S(=O)(=O)N(C)C)cc1NC(=O)COc1ccc(-c2nnco2)cc1,0.4,12.2

# Next entries.
SMILES,STK33 inh,OX1R FRET antag
O=C(CN1CCCCCC1)Nc1ccc([N+](=O)[O-])cc1Br,0.6,12.4
Cc1c(/C=N/NC(N)=O)c2ccccn2c1C(=O)c1ccncc1,-0.3,45.7
Cc1ccc(Nc2nc(CSc3nnc(-c4ccncc4)n3-c3ccccc3C)cs2)cc1,0.5,21.4
CN1CCN(S(=O)(=O)c2ccc(Oc3ccc(Br)cc3F)nc2)CC1,0.3,13.1
CCOc1ccc(C(C)NC(=S)NCc2ccc(Cl)cc2)cc1 (configuration not stated),.,12.6
Cc1ccc(NC2Nc3cc(C)nn3S2)c(C)c1 (configuration not stated),-1.0,4.1
CCn1c(=O)c2sccc2n2c(CCCC(=O)NCc3cccnc3)nnc12,0.4,12.0
Cc1ccc(C)c(N2CCN(C(=O)c3ccc(Cn4c(=O)[nH]c5ccccc5c4=O)cc3)CC2)c1,0.8,5.3
CN1[C@@H](CC(=O)c2ccccc2)CCC[C@H]1C[C@H](O)c1ccccc1,.,5.7
O=C(Nc1ccccc1)c1cccc(S(=O)(=O)Oc2ccc([N+](=O)[O-])cc2)c1,-0.7,24.1
O=S(=O)(NC1C2CC3CC(C2)CC1C3)c1ccccc1 (configuration not stated),-1.6,-0.4
CC(OC(=O)CCNS(=O)(=O)c1cccs1)C(=O)Nc1ccc(S(N)(=O)=O)cc1 (configuration not stated),-1.3,4.8
CC(=O)c1csc(CS(=O)(=O)c2ccccn2)n1,1.5,7.5
O=C(Nc1ccccc1[N+](=O)[O-])C1(c2ccccc2)CCOCC1,-1.0,9.0
CCCCCn1c(N)c(-c2nc3ccccc3o2)c2c([N+](=O)[O-])nn(CC)c(=O)c21,-1.9,7.3

# Single entries from the results shown:
# Entry for `CC(=O)c1csc(CS(=O)(=O)c2ccccn2)n1` under OX1R FRET antag: 7.5
# Entry for `O=C(CN1CCCCCC1)Nc1ccc([N+](=O)[O-])cc1Br` under STK33 inh: 0.6
# Entry for `Cc1c(/C=N/NC(N)=O)c2ccccn2c1C(=O)c1ccncc1` under STK33 inh: -0.3
# Entry for `CN1[C@@H](CC(=O)c2ccccc2)CCC[C@H]1C[C@H](O)c1ccccc1` under OX1R FRET antag: 5.7

# (further entries)
SMILES,STK33 inh,OX1R FRET antag
COc1ccc(CN(C)CC(=O)Nc2ccccc2C(=O)NC2CC2)cc1OC,.,7.2
CCOC(=O)CSc1ccc(S(=O)(=O)N(C)C2CCCCC2)cc1[N+](=O)[O-],-1.2,34.4
CCc1nnc(NC(=O)CC(CN(C)S(=O)(=O)c2ccccc2)c2ccccc2)s1 (configuration not stated),-0.5,9.6
CC(C)(C)N(Cc1ccccc1)C(=O)CSc1nc2ccccc2c(=O)[nH]1,-1.9,19.9
C[C@H](CO)N1C[C@H](C)[C@H](CN(C)S(=O)(=O)c2ccccc2)Oc2ccc(NC(=O)NC3CCCCC3)cc2CC1=O,0.8,6.3
C=CCn1c(O)c(N=NC(=O)CNC(=O)/C=C/c2ccc(OC)cc2)c2ccccc21,0.4,10.9
CC(CCc1ccccc1)NC(=O)COc1ccc(S(=O)(=O)N2CCOCC2)cc1[N+](=O)[O-] (configuration not stated),-0.7,6.4
NC(N)=NC1=NC(=O)C(Cc2ccccc2Cl)S1 (configuration not stated),-2.6,9.7
COc1ccc(C)cc1NC(=O)CNC(c1ccccc1)c1ccccc1,0.6,21.2
Cc1nnc(SCCn2c(N3CCC(C)CC3)nc3c2c(=O)n(C)c(=O)n3C)s1,-0.2,12.3
O=C(NCCc1ccccc1)c1ccc(-c2ccccc2C(F)(F)F)o1,-0.6,4.2
O=C1CCC(C(=O)NCc2cccnc2)N1 (configuration not stated),-4.1,-0.2
NNc1nc(-c2ccccc2)cc(-c2ccccc2O)n1,-0.3,13.4
C[C@@H]1CCC(=O)N(CC[C@H](Sc2ccccc2)c2ccccc2)CC1,-0.2,8.3
CC(C)=CC(=O)OCC(=O)Nc1ccccc1Cl,0.4,17.3
COc1ccc(-c2coc3c(CN4CCCCC4)c(O)c(CN4CCCCC4)c(O)c3c2=O)cc1,-1.3,25.0
O=C(N/C(=C/c1ccc(Cl)cc1)C(=O)N1CCCC1)c1ccccc1,0.4,21.4
Cc1ccc2c(NC(=O)C3CC3)cccc2n1,-0.3,11.4
COc1ccc(CC(=O)N/N=C(\C)CC(=O)Nc2ccc(N(C)C)cc2)cc1,-0.9,17.9
Cc1ccc(NC(=O)COc2ccc(CCO)cc2-n2nc3ccccc3n2)cc1C,0.8,28.4
COC(=O)Cc1ccc(NC(=S)NCCCO)cc1,0.0,8.2
O=S(=O)(c1ccc(Cl)nc1)N(Cc1ccccc1)Cc1ccccc1,-0.1,21.6
Cc1ccc(NC(=O)CSc2nc3ccccc3c(=O)[nH]2)cc1[N+](=O)[O-],-0.7,11.3
O=C(COC(=O)c1ccccc1Cl)NCCC1=CCCCC1,-1.4,11.3
CC(C)c1ccc(C(=O)CSc2ncn[nH]2)cc1,0.7,7.1
CCN1CCCC1CNC(=O)c1ccc(N2CCCC2=O)cc1 (configuration not stated),0.6,22.6
CC(=O)C(Cc1ccccc1)NC(=O)CN1c2cccc3cccc(c23)S1(=O)=O (configuration not stated),-0.1,1.0
CCOC(=O)c1c(C)noc1-c1ccc(Br)o1,1.8,4.1
CC(C)(C)c1ccc(S(=O)(=O)NCCc2ccncc2)cc1,-1.0,13.1
c1ccc2c(c1)[nH]c1c(N3CCOCC3)ncnc12,5.5,17.4

# Laid out differently: 7 of the compounds above.
# Order of results – STK33 inh | OX1R FRET antag
> CC(C)c1ccc(C(=O)CSc2ncn[nH]2)cc1
  0.7 | 7.1
> COC(=O)Cc1ccc(NC(=S)NCCCO)cc1
  0.0 | 8.2
> CCN1CCCC1CNC(=O)c1ccc(N2CCCC2=O)cc1 (configuration not stated)
  0.6 | 22.6
> CCOC(=O)c1c(C)noc1-c1ccc(Br)o1
  1.8 | 4.1
> O=S(=O)(c1ccc(Cl)nc1)N(Cc1ccccc1)Cc1ccccc1
  -0.1 | 21.6
> COc1ccc(CC(=O)N/N=C(\C)CC(=O)Nc2ccc(N(C)C)cc2)cc1
  -0.9 | 17.9
> CC(C)(C)c1ccc(S(=O)(=O)NCCc2ccncc2)cc1
  -1.0 | 13.1

# (cont.)
SMILES,STK33 inh,OX1R FRET antag
COC(=O)c1cc(=O)n(Cc2ccc(F)cc2)c(=Nc2ccccc2)s1,0.7,27.8
OC(COc1ccc2c(c1)OCO2)CN1CCc2ccccc2C1 (configuration not stated),-1.6,12.2
COc1ccc(C(Nc2ccc(S(=O)(=O)NCC3CCCO3)cc2)C(=O)NC(C)(C)C)cc1OC (configuration not stated),-2.6,7.8
Cc1ccc(C)c(NC(=S)NNC(=O)c2csc(C)c2)c1,0.4,15.7
CCN1CCN(P2(=O)C=C(c3ccccc3)OC(c3ccccc3)=C2)CC1,-0.5,1.9
CN1N=C2c3ccccc3CCC2C1c1ccc(F)cc1 (configuration not stated),-0.7,18.7
CSc1ncc(Cl)c(C(=O)Nc2cccnc2)n1,0.3,-4.6
CN1CCN(Cc2nc3ccccc3c(=O)n2Cc2nc(-c3ccc([N+](=O)[O-])cc3)cs2)CC1,-0.8,23.6
C=CC[C@@H](CC(=O)N[C@H](CO)Cc1ccccc1)C(=O)N[C@@H](COC(=O)[C@@H](CC=C)Cc1ccc(F)cc1)Cc1c[nH]c2ccccc12,-0.6,5.4
Cc1ccc2oc(Nc3nc(C)c(C)c(C)n3)nc2c1,0.8,6.9
Cc1cc(-c2ccc(Cl)cc2)c2cnn(C(C)C)c2n1,-0.1,-4.5
Cc1ccc(NC(=O)c2ccccc2)cc1OC(=O)c1ccccc1,-1.9,9.9
C[C@H](NC(=O)C1CC(=O)N(c2ccc3c(c2)OCO3)C1)C(=O)NCc1ccco1 (some centres not stated),-1.5,-2.6
Cc1ccc(N(CC(=O)NC2CCCCCC2)S(=O)(=O)c2c(C)nn(C)c2C)cc1,2.3,10.9
CCCCC12CN3CC(C)(CN(C1)C3c1ccc([N+](=O)[O-])o1)C2=O (configuration not stated),-0.6,30.2
Cc1ccc(NC(=O)CSc2nnc(-c3ccncc3)o2)cc1,0.0,-3.3
CCc1ccc(C(=O)Nn2cnc3ccccc3c2=O)cc1,0.2,2.0
COC(=O)CSc1nnc(-c2cccnc2)n1C,0.3,20.5
CCN(C(=O)COC(=O)c1ccccc1NCCO)c1cccc2ccccc12,.,29.6
O=C1c2ccccc2C(=O)N1n1c(=O)[nH]c2ccccc2c1=O,-0.3,5.0
CCC1CCc2c(sc(NC(=O)C3c4ccccc4Oc4ccccc43)c2C(N)=O)C1 (configuration not stated),-1.7,10.1
Cc1ccc(OCC(=O)Nc2ccc(S(=O)(=O)N3CCOCC3)cc2)c([N+](=O)[O-])n1,-0.6,36.4
